p53 reactivator = restores transcriptional activity of mutant p53; H1299 p53-A138V BP100-luciferase reporter, luminescence, 24 h; Potency, µM (top dose mostly 92.2 µM), for inactives: at the highest dose activity change, positive = activation, hits mostly activators; 0.063% of 320,000 active; AID 504706; note: potency is the fitted concentration of half-maximal effect; % of control where 0% means no effect; nearly all actives have a fitted effect of over 45% in size
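H1299 (p53-null), stable ts p53-A138V + BP100-Luc; 1000 cells/well, Opti-MEM/10% FBS; cpd 4 pt, 1:5; 24 h, 37 deg C, 5% CO2; detection reagent 10 min RT; luminescence.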
ELG1 DNA repair = blocks ELG1-dependent DNA repair in HEK293T cells | HEK293T ELG1-luciferase reporter, luminescence, 16 h; DNA damage induced by 5-fluorouridine | Potency, µM (top dose mostly 46.1 µM), for the others: top-dose activity change, negative = inhibition, usual class: inhibitors | 2.3% of 330,000 active | AID 504467; note: potency is the fitted concentration of half-maximal effect; % is set by controls: 0 for no effect and ±100 for the full control effect; nearly all actives have a fitted effect of over 55% in size
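HEK293T cells expressing luciferase-tagged ELG1 (2,000/well) received 5-Fluorouridine plus compound or DMSO for 16 hr at 37 °C. Luciferase was read by ONE-Glo luminescence after 30 min at room temperature.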
TCR activator = activates T cell receptor signaling | primary human leukocytes, anti-CD3, IL-2 HTRF, 48 h | Potency, µM (highest dose often 9.22 µM), for inactives: top-dose activation of IL-2 secretion, actives largely listed as activators | 330,000 tested, under 10 active; note: % of control where 0% means no effect
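IL-2 release read by HTRF sandwich (Eu cryptate donor, d2 acceptor, 665 nm emission) after 48 hr exposure of primary human leukocytes to compound together with anti-CD3 beads in the absence of co-stimulatory signals.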
A-T KAP1 phos = candidate therapy for ataxia-telangiectasia; […] A-T fibroblasts, KAP-1 phosphorylation AlphaLISA; neocarzinostatin DNA damage 30 min before lysis; Potency, µM (highest dose often 57.5 µM), for inactives: at the top dose activation, actives largely listed as activators; 0.19% of 320,000 active; AID 485349; note: potency is the fitted concentration of half-maximal effect; % of control where 0% means no effect; nearly all actives have a fitted effect of over 45% in size
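hTERT-immortalized A-T patient fibroblasts ([…]), 500 cells/well in OPTI-MEM, 1% FBS, got compounds for 60 min, then NCS for 30 min at 37C. Lysates were then assayed for phospho-KAP-1 by AlphaLISA (anti-pKAP1 donor, anti-KAP1 acceptor beads), 6 hr at 25C.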
TSG101-PTAP inh = blocks PTAP/TSG101 interaction to inhibit HIV-1 budding; Q99816; Fluorescence polarization, FITC-PTAP peptide / Tsg101 binding; Potency, µM (titrated, usually from 115 µM), inactives show top-dose activity change, negative = inhibition, most hits filed as inhibitors; 340,000 tested, under 10 active; AID 493005; active = well fitted inhibition curve with a large enough effect in the main read-out, with a control signal flat, not every such curve was filed as active; inconclusive = small, poorly fitted or top-dose-only effect, or effect the other way, or a change in a side signal; inactive = no such curve, though single readings can be large or run the other way; note: potency is the fitted concentration of half-maximal effect; % of control where 0% means no effect
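Fluorescence polarization binding of Tsg101 binding domain (10 uM final) to FITC-labeled PTAP peptide (50 nM final) in HEPES pH 7.5 buffer with NaCl, Tween 20, EDTA, TCEP. Compounds added before peptide; binding 20 min at RT.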
Integrin act MD = integrin-mediated muscular dystrophy alleviation activation. alpha7betagal myoblasts, beta-gal FDG fluorescence, 48 h. Potency, µM (highest dose often 38.3 µM), for inactives: at the top dose activation, most hits filed as activators. 0.064% of 350,000 active. AID 624291;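 note: potency is the fitted concentration of half-maximal effect; 100% = response of the positive control SU9516; nearly all actives have a fitted effect of over 60% in size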
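Alpha7betagal+/- myoblasts (passage 13) were plated 16-24 hr, then exposed to compounds (1:260 dilution of DMSO stock) for 48 hours at 37C. After MPER lysis, β-galactosidase reporter activity was read as FDG fluorescence (ex 480/em 540) after 30 minutes.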
B2AR arrestin = beta2AR (human) beta-arrestin recruitment activity. beta-arrestin recruitment to beta2AR, cell-based reporter. Potency, µM (highest dose often 46.1 µM), inactives show at the top dose activation, most hits filed as activators. 0.02% of 330,000 active;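 note: potency is the fitted concentration of half-maximal effect; 0% = DMSO controls and full agonism = EC100 isoproterenol or metaproterenol; nearly all actives have a fitted effect of over 65% in size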
CXXC DNA block = inhibitors of human MLL CXXC domain-DNA interaction; 0.037% of 290,000 active; Potency, µM (top dose mostly 115 µM), inactives show top-dose activity change, negative = inhibition, hits mostly inhibitors; MLL-CXXC / FITC-HOXA9 DNA fluorescence polarization; active = well fitted inhibition curve with a large enough effect in the polarisation, with a control signal flat, not every such curve was filed as active; inconclusive = small, poorly fitted or top-dose-only effect, or effect the other way, or a change in a side signal; inactive = no such curve, though single readings can be large or run the other way; the % refers to the polarisation; note: potency is the fitted concentration of half-maximal effect
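Steps: dispense CXXC domain solution (7 uM) → pin compounds or unlabeled HOX-A9 DNA control → 5 min ambient → add FLSN-HOX-A9 solution (50 nM) → spin → 30 min ambient → fluorescence polarization. Tris pH 7.5/NaCl/DTT/BSA buffer.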
TRPV1 agonist = human TRPV1 agonism | TRPV1-expressing cells, Fluo-8 calcium influx, agonist mode | activation, % at 8.33 µM | 0.19% of 320,000 active | AID 540275; in the data active = activation above about 80%; inconclusive = between about 30% and that limit; note: 0% is about no effect
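Cells expressing TRPV1 were dye-loaded with Fluo-8 and read kinetically: 10 s baseline, 3 min after compound (agonist portion), then 2 min after EC20 capsaicin (allosteric enhancer portion). Calcium-bound dye fluorescence at 480/520 nm.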
BRCA1 expr act = activators of BRCA1 expression | MCF7-BRCA1-FFLuc reporter, luminescence, 48 h; response scale: scaled: vehicle 0%, 10 µM genistein 100% | Potency, µM (highest dose often 46.1 µM), inactives show top-dose activation, most hits filed as activators | 1.1% of 380,000 active | AID 624202; note: potency is the fitted concentration of half-maximal effect; nearly all actives have a fitted effect of over 80% in size; some results filed as inactive show a strong effect at the top dose
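Quantitative HTS in MCF7 cells stably reporting BRCA1 expression via firefly luciferase. Compound treatment lasts 48 h at 37 °C in phenol-red free MEM. Activation is expressed relative to genistein at 10 microM and DMSO.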
* marks the source's active call; other numbers are inactive results; ? = inconclusive; · = not tested or not shown; [ ] = remark or other dose. Unless noted, calls come from the whole dose curve; as a rule, active = well fitted curve in the direction sought with a large enough effect; inconclusive = small, poorly fitted or top-dose-only effect, or another doubt; inactive = no such curve, though single readings can be large; an effect the other way counts as inactive or inconclusive. Not a hit list (roughly 3.8% active in at least one column).

SMILES	p53 reactivator	ELG1 DNA repair	TCR activator	A-T KAP1 phos	TSG101-PTAP inh	Integrin act MD	B2AR arrestin	CXXC DNA block	TRPV1 agonist	BRCA1 expr act
O=S(=O)(Nc1ccc(Cl)cn1)c1ccc(F)cc1	?	3%	5%	1%	-4%	-23%	-0.3%	-3%	-1	1%
CC(C)Sc1sc(C(=O)O)c(-c2ccc(Cl)cc2)c1C#N	0%	1%	-28%	-3%	-9%	17%	0.0%	34%[activator]	2	-20%
CCOc1ccc(/C=N/NC(=O)C2CCCC2)c(OCC)c1	8%	-3%	0%	-7%	-1%	11%	-0.2%	-7%	-3	-7%
Cc1cc(NC(=O)/C=C/c2ccco2)ccc1NC(=O)c1ccccc1	-1%	9%	-3%	5%	1%	-6%	0.3%	9%	-1	13%
C/C(=N\OCC(=O)NC12CC3CC(CC(C3)C1)C2)c1cc2ccccc2o1	?	1%	3%[46.1 µM]	2%	-2%	-28%	0.4%	1%	?	24%
Cn1nnnc1SCC(=O)c1ccco1	-4%	0%	-1%	-10%	5%	4%	-0.6%	14%	0	-21%
COc1cccc(C(=O)Nc2ccc3nc4n(c(=O)c3c2)CCCC4)c1	27%	?	4%	2%	-2%	6%	-0.8%	6%	-3	108%
CC1(C)Cc2nc3oc4c(=O)n(CC(=O)Nc5ccccc5)cnc4c3cc2CO1	8%	12%	-1%[46.1 µM]	4%	-4%	-16%	-0.5%	7%	2	12%
COCC(=O)Nc1ccc(C(=O)Nc2ccccc2Cl)cc1	3%	?	·	0%	·	·	4.5%	-8%	0	·
COc1ccccc1C1(CC(=O)O)CCOC(C(C)C)C1 (stereo not given)	-6%	7%	11%	4%	-4%	-9%	0.0%	19%	-2	-9%
Cc1noc(C)c1S(=O)(=O)N1CCC(C(=O)Nc2ccc(OC(F)(F)F)cc2)CC1	2%	?	-2%	·	0%	32%	0.5%	4%	26	-29%
COCCn1c(SC(C(=O)Nc2cc(C)ccc2OC)c2ccccc2)nnc1-c1ccc(Cl)cc1 (stereo not given)	1%	?	0%[46.1 µM]	9%	1%	13%	-0.2%	11%	1	1%
O=C(CSc1nc2ccccc2c(=O)n1CCC(=O)N1CCN(c2ccccc2)CC1)NCC1CCCO1 (stereo not given)	-5%	-12%	2%	2%	1%	-8%	-0.3%	9%	-3	-3%
Cc1c(C(=O)COC(C)(C)C)[nH]c2ccccc12	25%	23%	-2%	-2%	-1%	-33%[inhibitor]	-0.1%	16%	7	24%
Cc1ccccc1-c1cc(C(=O)NCc2cccc(Br)c2)nn1CC1CC(c2cccc([N+](=O)[O-])c2)=NO1 (stereo not given)	3%	-1%	-3%	1%	-2%	-7%	-0.8%	·	·	-29%
O=C(Cn1c(=O)n(Cc2ccco2)c(=O)c2c3c(sc21)CCCCC3)Nc1ccccc1	-14%	-20%	·	2%	-6%	7%	-0.1%	-13%	-10	-9%
CCCC(C)NC(=O)Cn1c(=O)c2c(ncn2CCC(C)C)n(Cc2ccccc2)c1=O (stereo not given)	1%	0%	6%	2%	1%	-53%[inhibitor]	-0.1%	-1%	1	-50%
CCOC(=O)n1c(=O)n(C)c2ccc(Br)cc21	-1%	37%	2%	1%	-2%	-18%	0.2%	3%	2	-27%
O=C(CNC(=O)C1COc2ccccc2O1)N/N=C\c1ccc(Cl)cc1 (stereo not given)	-1%	-2%	7%	2%	-6%	2%	0.1%	-6%	·	24%
COc1cccc(C(=O)NCC(=O)OC(C)C(=O)NC23CC4CC(CC(C4)C2)C3)c1 (stereo not given)	-2%	3%	2%	6%	-8%	-27%	-0.4%	·	·	-8%
CN(c1cccc2cccnc12)S(=O)(=O)c1ccccc1	-1%	10%	2%	5%	-2%	-18%	-0.4%	22%	0	25%
COc1cc(Cn2c(=O)oc3ccc(C)cc32)ccc1OC(C)C	-8%	-9%	-2%[46.1 µM]	2%	-15%	-3%	-0.5%	-4%	?	-38%
CCC(=O)NNC(=S)NC(=O)c1ccc(C)cc1	9%	7%	0%	3%[11.5 µM]	-2%	?	0.2%	-13%	-2	-52%
CCN(CC)S(=O)(=O)c1ccc(NC(=O)CSc2cccc[n+]2[O-])cc1	-5%	-8%	3%	-1%	-6%	-60%[inhibitor]	0.0%	-2%	-2	7%
COc1ccc(Cl)cc1C(=O)NNC(=O)c1cc2ccccc2o1	6%	?	-6%	13%	-2%	-3%	-0.1%	·	·	-33%

Only TRPV1 agonist, for some of the entries so far:
mol	TRPV1 agonist
COCCn1c(SC(C(=O)Nc2cc(C)ccc2OC)c2ccccc2)nnc1-c1ccc(Cl)cc1 (stereo not given)	1
O=C(CSc1nc2ccccc2c(=O)n1CCC(=O)N1CCN(c2ccccc2)CC1)NCC1CCCO1 (stereo not given)	-3

The list goes on:
SMILES	p53 reactivator	ELG1 DNA repair	TCR activator	A-T KAP1 phos	TSG101-PTAP inh	Integrin act MD	B2AR arrestin	CXXC DNA block	TRPV1 agonist	BRCA1 expr act
CCCc1[nH]nc2c1C(Cc1ccccc1)C(C#N)=C(N)O2 (stereo not given)	-2%	-1%	-3%	6%	-4%	-3%	-0.1%	-4%	-2	-14%
C/C(=N\NC(=O)c1cc(-c2ccc(C)s2)[nH]n1)c1ccco1	?	?	1%[46.1 µM]	-3%	-8%	4%	2.5%	4%	5	?
CCOC(=O)N1CCN(CC(=O)Nc2c(C(=O)OC)[nH]c3ccccc23)CC1	-25%	?	3%	0%	0%	-21%	-0.4%	1%	29	-8%
CC1CCCCN1C(=S)NC(=O)c1cc(Br)ccc1Cl (stereo not given)	3%	-13%	-5%	0%	2%	-40%	0.1%	·	30	16%
COc1ccc(CNC(=O)CN2C(=O)NC(Cc3ccccc3)(c3ccccc3)C2=O)cc1OC (stereo not given)	-2%	-16%	1%	-10%	2%	-14%	0.5%	·	0	4%
COc1cc(OC)cc(-c2nnc(SCC(=O)Nc3ccc(C(=O)O)cc3)s2)c1	0%	-3%	7%	-2%	-11%	39%	-0.4%	7%	-2	2%
Clc1ccccc1CSc1nnc([C@@H]2CCCN2)o1	-1%	10%	2%	-16%	-3%	13%	-0.6%	2%	0	23%
CCOc1ccccc1NS(=O)(=O)c1cccc2nsnc12	-6%	-2%	0%	-4%	-2%	9%	0.0%	-8%	0	8%
Cc1ccccc1NC(=O)CSc1nnc(-c2ccco2)n1N	5%	-2%	1%	-9%	-4%	-12%	0.1%	·	4	-9%
O=C(C1=C(O)C(=O)N(CCCn2ccnc2)C1c1cccc(Br)c1)c1ccco1 (stereo not given)	-4%	6%	-3%	0%	-2%	31%	0.0%	-4%	-2	-1%
O=C(COC(=O)c1ccccn1)Nc1nc(-c2ccccc2)cs1	?	?	-3%	-6%	0%	16%	-0.7%	-2%	3	?
CC(=O)Nc1ccc(S(=O)(=O)N2CCN(CCN3CCOCC3)CC2)cc1Cl	4%	4%	-3%	2%	-4%	21%	-0.7%	-1%	4	-6%
COc1ccccc1NCC(=O)N/N=C/c1cccnc1	0%	-20%	·	5%	·	10%	0.1%	4%	-3	4%
O=S(=O)(c1ccc(Br)s1)n1cccn1	27%	14%	-6%	0%	-6%	-17%	-1.1%	-7%	1	-1%
O=C(COC(=O)/C=C/c1ccccc1)NCCc1ccc(F)cc1	0%	11%	1%[46.1 µM]	8%	0%	8%	-0.1%	·	·	9%
O=C(CN(c1ccccc1)S(=O)(=O)c1ccccc1)N/N=C/c1ccco1	-9%	-3%	-6%[46.1 µM]	0%	-1%	-21%	0.0%	5%	-1	-6%
O=C(Cc1cccs1)N(c1ccc(F)cc1)C1(C(=O)NC2CCCCC2)CCCC1	-1%	-1%	-3%[46.1 µM]	1%	-3%	-22%	-0.7%	3%	13	-13%
O=S(=O)(Cc1ccc(Cl)cc1)N1CCN(Cc2ccccc2)CC1	3%	?	-74%	-3%	-9%	-8%[7.66 µM]	-0.3%	9%	-1	-24%
O=c1cc(-c2ccccc2)c2cc3c(cc2[nH]1)OCCO3	-6%	-3%	·	-6%	-4%	8%	-0.1%	-4%	23	-60%
O=C(COC(=O)c1ccc(S(=O)(=O)N2CCCC2)cc1)NCCc1ccc(F)cc1	3%	?	-1%	-3%	-6%	5%	0.0%	·	·	-20%
COc1ccc(OC)c(CCNC(=O)CCc2nnc3ccc(N4CCCCC4)nn23)c1	-6%	-26%	5%	6%	-1%	?	0.3%	3%	0	4%
CC1(C)CC(=O)C([N+](=O)[O-])=C(NCCCC(=O)O)C1	-7%	-2%	-7%[46.1 µM]	3%	-2%	-4%	-0.8%	-3%	-1	2%
CC(=O)NCCc1ccc(S(=O)(=O)N2CCN(c3nc(-c4ccccc4)c(C)s3)CC2)cc1	0%	?	0%	3%	-3%	5%	-0.9%	5%	?	-1%
Cc1ccc([N+](=O)[O-])cc1-c1ccc2cccc(C)c2n1	-1%	16%	0%	-1%	-1%	-18%	0.5%	-2%	16	5%
O=C(COC(=O)CN1C(=O)c2ccccc2C1=O)Nc1ccccc1[N+](=O)[O-]	-5%	?	·	0%	-2%	?	-0.1%	·	1	3%
